RXFP1 antagonist – RXFP1 (human) relaxin receptor antagonism | activity change, negative = inhibition, % at 57.5 µM | HEK293-RXFP1, relaxin-stimulated cAMP HTRF, 30 min; hits give low values | AID 1259400 | 350,000 compounds, 0.59% hits | Q9HBX9;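 active = activity change of -60% or lower, but not beyond a set lower limit; inconclusive = change between -60% and -40%, or beyond the set limit; inactive = change above -40%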; note: % is set by controls: 0 for no effect and ±100 for the full control effect
Target sequence (Q9HBX9 whole entry, looked up): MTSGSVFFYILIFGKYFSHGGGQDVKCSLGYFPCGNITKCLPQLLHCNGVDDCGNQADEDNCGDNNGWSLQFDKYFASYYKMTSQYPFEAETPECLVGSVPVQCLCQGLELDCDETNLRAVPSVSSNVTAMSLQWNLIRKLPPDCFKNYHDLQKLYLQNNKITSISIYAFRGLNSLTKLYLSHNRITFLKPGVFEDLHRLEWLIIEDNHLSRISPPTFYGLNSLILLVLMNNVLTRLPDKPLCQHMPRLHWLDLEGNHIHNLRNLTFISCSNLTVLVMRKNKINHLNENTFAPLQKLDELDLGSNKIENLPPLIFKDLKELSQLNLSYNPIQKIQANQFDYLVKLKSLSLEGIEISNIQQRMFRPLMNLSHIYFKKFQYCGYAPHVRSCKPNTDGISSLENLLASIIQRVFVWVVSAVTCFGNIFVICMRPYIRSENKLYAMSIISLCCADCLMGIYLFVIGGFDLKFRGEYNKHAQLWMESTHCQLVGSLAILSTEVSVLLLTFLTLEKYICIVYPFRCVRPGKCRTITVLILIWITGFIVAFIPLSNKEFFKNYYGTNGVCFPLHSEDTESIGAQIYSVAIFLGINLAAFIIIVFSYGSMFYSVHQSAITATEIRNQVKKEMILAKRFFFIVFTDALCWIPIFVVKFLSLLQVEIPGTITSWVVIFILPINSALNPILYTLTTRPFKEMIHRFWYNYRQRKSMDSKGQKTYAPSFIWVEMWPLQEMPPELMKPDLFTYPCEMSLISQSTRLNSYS
D1 antag – human D1 dopamine receptor antagonism; P21728; HEK293 TREx D1 cells, calcium flux, dopamine EC80; hits give low values; activity change, negative = inhibition, % at 10 µM; 360,000 compounds, 3.2% hits; AID 504652; in the data active = activity change below about -30%; note: % is set by controls: 0 for no effect and ±100 for the full control effect
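Cells carrying a force-coupled, tetracycline-inducible human D1 receptor report calcium flux. Each well gets a 10 s baseline, compound with 180 s monitoring, then an EC80 dopamine stimulus with a second 180 s kinetic read.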
D1 agonist – human D1 receptor agonism; P21728; HEK293 T-REx D1 cells, calcium flux, agonist mode; activation, % at 2 µM; 360,000 compounds, 1% hits; AID 504660; note: 0% is about no effect
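Agonism was scored from calcium flux recorded over 180 s (1 read/s) after pintool compound addition, following a 10-cycle baseline. Cells were inducible force-coupled HEK293 TREx D1, plated overnight at 30 C and loaded with no-wash calcium dye.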
TRHR enhancer – TRH receptor (human) allosteric enhancement | P34981 | TRHR cells, fluo-8 calcium fluorescence, EC20 TRH enhancement | enhancement, % at 2 µM | 360,000 compounds, 0.66% hits; in the data active = enhancement above about 30%; note: 0% is about no effect
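TRHR-expressing cells loaded with fluo-8 calcium dye were read kinetically (ex 480/em 530) during compound addition, then stimulated with an EC20 of TRH (10 nM final). Enhancement of the Gq-mediated intracellular calcium response was scored.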
D2 antagonist – antagonists of human D2 dopamine receptor. HEK293 TREx D2 cells, calcium flux, dopamine EC80. inhibition, % at 10 µM. 340,000 compounds, 2% hits; in the data active = inhibition above about 30%; note: 0% is about no effect
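Tetracycline-induced HEK293 T-REx cells expressing D2 force-coupled to calcium signalling were dye-loaded, exposed to compound for 180 s, then challenged with an EC80 of dopamine; calcium flux was followed kinetically for a further 180 s.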
D2 potentiator – positive allosteric modulators of human D2 dopamine receptor; potentiation, % at 10 µM; 340,000 compounds, 0.34% hits; HEK293 T-REx D2, calcium flux, EC20 dopamine potentiation; AID 485347; P14416;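 active = potentiation over 3 SD above the plate norm, cut at about 30% in these data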; note: 0% is about no effect
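Potentiation of an EC20 dopamine calcium response measured kinetically over 180 s, after a preceding 180 s compound-only read flagging agonists. Cells: inducible Hek293 Trex D2 line, 4000/well, cultured overnight at 30 C before dye loading.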
D1 PAM – enhances dopamine response at the human D1 receptor. P21728. HEK293 TREx D1 cells, calcium flux, dopamine EC20 potentiation. potentiation, % at 10 µM. 360,000 compounds, 0.036% hits; in the data active = potentiation above about 30%; note: 0% is about no effect
D2 ag – agonists of human D2 dopamine receptor; activation, % at 2 µM; 340,000 compounds, 0.53% hits; AID 485358; P14416; HEK293 T-REx D2 cells, calcium flux agonist mode;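 active = activation over 3 SD above normal in the single-dose calcium agonist read, cut at about 30% in these data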; note: 0% is about no effect
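In this primary screen, compounds producing a positive calcium signal within 180 s of addition to tetracycline-induced, force-coupled HEK293 Trex D2 cells are flagged; cells are dye-loaded with a no-wash calcium kit beforehand.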
TRHR ag – agonists of human TRH receptor; P34981; TRHR cells, calcium flux fluo-8, FDSS agonist mode; activation, % at 2 µM; 360,000 compounds, 0.18% hits; AID 493084; note: 0% is about no effect
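TRHR-expressing cells, plated overnight in medium with 10% serum, were loaded with fluo-8 calcium dye at room temperature. After a 10 s baseline, library compound was pin-added and calcium release was recorded kinetically (ex 480/em 530) as agonist response.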
* marks the source's active call; other numbers are inactive results; ? = inconclusive; · = no result given. Cut-off read from the data, not from the text of the source, unless noted: active = activation above about 30%; inactive = the rest.

No.	SMILES	RXFP1 antagonist	D1 antag	D1 agonist	TRHR enhancer	D2 antagonist
1	Cc1cc(C(F)(F)F)nc(NCc2ccc(F)cc2)n1	-17.0	-3.4	0.5	2.8	-9.0
2	Clc1cccc(-c2nc(NCCCN3CCOCC3)c3ccccc3n2)c1	-15.4	·	9.7	-1.7	16.2
3	CC(C)OCCCn1c(-c2ccc(Br)cc2)c[nH]c1=S	?	19.6	11.3	-2.8	6.6
4	N#CC1=C(N)OC2=C(C(=O)CCC2)C1c1ccoc1 (configuration not stated)	-7.5	-0.7	0.4	-3.4	9.8
5	CCOC(=O)c1ccccc1OCc1cc(/C=N/NC(=O)c2ccncc2)ccc1OC	-20.4	2.3	1.8	-6.6	8.6
6	N#CCCS(=O)(=O)c1ccc(N)cc1	6.2	22.2	0.7	-5.2	-6.1
7	COc1ccc(NC(=O)CC2SC(=NCc3ccccc3OC)NC2=O)cc1 (configuration not stated)	-1.5	8.0	2.2	1.7	-15.2
8	CN(C)c1cccc2c1c(NC(=O)c1ccc(Cl)cc1)nn2C	-12.2	-2.8	0.4	-2.8	-14.7
9	Cc1ccc(NC(=O)CN2C(=O)CSC2=O)cc1	0.0	7.4	-0.7	0.4	-4.4
10	CCOC(=O)[C@@H]1[C@H]2COc3ccc(Br)cc3[C@@H]2N2C(=O)N(c3ccc(F)cc3)C(=O)[C@]12C	·	3.2	3.8	-2.4	11.5
11	CCCCCCCCCCOC(=O)Cn1c(COc2cccc(C)c2)[n+](C)c2ccccc21	-36.5	-18.9	116.0*	-6.1	-8.0
12	Cn1nnnc1SCC(=O)Nc1ccc(Br)cc1Cl	-1.9	48.4	1.6	1.3	6.6

No.	D2 potentiator	D1 PAM	D2 ag	TRHR ag
1	7.3	-4.2	0.5	-1.5
2	7.5	-6.0	9.7	1.5
3	5.3	-2.8	0.2	1.7
4	-5.8	-4.7	-1.1	2.6
5	6.9	-6.5	-0.3	-0.2
6	19.8	6.0	0.6	0.5
7	-7.7	-0.7	-0.5	-0.1
8	-2.5	3.2	-1.2	-0.8
9	-6.5	0.8	0.8	-0.1
10	-0.8	-2.8	-0.4	-0.3
11	-5.3	7.5	-0.3	0.1
12	43.7*	-1.8	-0.3	0.5

Additional entries follow.
No.	SMILES	RXFP1 antagonist	D1 antag	D1 agonist	TRHR enhancer	D2 antagonist
13	Cc1cccc(CCNC(=O)CCc2nnc(CCc3ccccc3)o2)n1	-3.9	1.9	1.0	-1.0	-7.9
14	COCC(=O)Nc1cc([N+](=O)[O-])ccc1C	4.8	-0.3	0.4	-2.5	-10.5
15	Cc1cc(C)nc(NC(=O)c2cccc([N+](=O)[O-])c2C)n1	-3.1	4.1	3.5	8.3	-16.5
16	CC(=O)N1N=C(c2ccco2)CC1c1ccc(Cl)o1 (configuration not stated)	2.0	-1.8	3.5	13.7	-5.1
17	CCOC(=O)C(NC(=O)c1ccc(OC)cc1)(N1CCOCC1)C(F)(F)F (configuration not stated)	-8.1	0.9	5.6	2.2	20.0
18	COc1ccccc1C(=O)NCCC(=O)N1CCN(S(=O)(=O)c2cccc(Cl)c2)CC1	-7.7	1.4	1.2	-6.2	0.8
19	CC1CCN(S(=O)(=O)N2CCC(C(=O)NC3CCCC3)CC2)CC1	-2.9	21.1	0.6	-0.7	9.8
20	O=C(CSCc1c(F)cccc1Cl)Nc1ccccc1C(=O)N1CCOCC1	-3.2	23.9	1.2	-2.6	2.2
21	Cc1sc2nc(CSc3nnnn3-c3ccc(Cl)cc3)[nH]c(=O)c2c1C	-12.0	14.7	1.1	4.8	-9.4
22	CCCCn1nc2cc(C(=O)NCC3CC3)ccc2c1OCC	·	0.7	2.2	0.9	-11.4
23	COc1cccc(-c2cc(C(F)(F)F)n3ncc(C(=O)OC(C)C)c3n2)c1	·	3.2	1.5	-7.0	·
24	COCCn1c(SC(C)C(=O)NC2CC2)nnc1-c1cccc(C)c1 (configuration not stated)	-4.4	10.7	4.6	-7.8	-0.8

No.	D2 potentiator	D1 PAM	D2 ag	TRHR ag
13	-4.8	2.2	0.3	0.6
14	-10.4	-0.7	0.3	0.1
15	6.1	-4.8	0.0	0.5
16	-11.9	-6.5	1.1	-0.5
17	-11.0	1.2	0.5	-0.2
18	9.5	-2.9	0.1	-0.5
19	-24.2	-0.8	-0.2	0.1
20	0.7	-2.5	-0.1	-0.5
21	-9.2	1.6	-0.8	0.8
22	5.2	-0.1	-0.6	-1.3
23	4.5	-4.3	·	2.4
24	9.0	0.7	0.0	0.0

Following part.
No.	SMILES	RXFP1 antagonist	D1 antag	D1 agonist	TRHR enhancer	D2 antagonist
25	O=C(NC1CCCC1)C(c1ccc(F)cc1)N(Cc1ccc(F)cc1)C(=O)c1ccn[nH]1 (configuration not stated)	10.1	1.8	-0.5	-1.0	-14.2
26	COc1cc(/C(=C/c2ccccc2)c2ccccc2)c2c(c1)oc1ccccc12	·	12.8	5.0	5.4	-14.9
27	CCN(CC(=O)Nc1ccccc1C(F)(F)F)C(=O)c1ccccc1Sc1ccccc1C#N	1.6	-3.9	2.3	-14.0	3.5
28	CC(C)(C)c1ccc(NS(=O)(=O)c2ccc(N)cc2)cc1	-9.6	-9.5	16.3	8.3	-11.5
29	NC(=O)CN1CCCN(S(=O)(=O)c2ccc(Br)cc2)CC1	1.8	-9.2	-0.5	-16.0	15.2
30	NC(=O)C1CCCN(C(=O)c2ccc(NC(=O)c3cccs3)cc2)C1 (configuration not stated)	3.0	-8.4	0.7	0.1	21.4
31	CCC(C)c1ccc(C(C)NC(=S)NC2CCCCC2)cc1 (configuration not stated)	-30.1	-23.9	21.3	-0.5	-18.3
32	COC(=O)c1sccc1NC(=O)c1ccccc1	-4.9	3.3	3.7	1.8	-2.7
33	COc1ccc(/C=C2/N=C(SCC(=O)Nc3cc(C)on3)N(c3ccccc3)C2=O)cc1	-12.2	0.8	1.6	-3.2	31.5*
34	CC(C)CNC(=O)c1ccc2c(c1)C(=O)N(C1CCCCC1)C2=O	-13.8	9.7	-0.9	-6.1	·
35	Cc1cccc(-c2noc(-c3ccno3)n2)c1	-8.4	9.3	-1.2	-12.7	12.0
36	CCCCCC(CC(=O)NO)C(=O)NC(C(=O)N1CCCC1CO)C(C)C (configuration not stated)	·	18.0	-2.4	7.6	-15.3

No.	D2 potentiator	D1 PAM	D2 ag	TRHR ag
25	1.0	-6.1	-0.5	0.0
26	4.8	6.1	0.3	0.4
27	-6.6	-3.9	0.3	0.0
28	11.1	1.7	0.4	-0.4
29	-10.0	1.7	0.7	0.1
30	-1.2	-2.4	-0.3	0.1
31	11.5	-2.1	1.8	2.0
32	-3.1	0.8	0.7	0.1
33	1.1	-6.5	-1.0	-0.4
34	·	-0.4	·	-0.3
35	-7.0	-9.8	-0.6	-0.8
36	0.6	-1.3	0.1	0.5

Exported field by field: entries from further up.
#30 NC(=O)C1CCCN(C(=O)c2ccc(NC(=O)c3cccs3)cc2)C1 (configuration not stated)
  RXFP1 antagonist = 3.0; D1 antag = -8.4; D1 agonist = 0.7; TRHR enhancer = 0.1; D2 antagonist = 21.4; D2 potentiator = -1.2; D1 PAM = -2.4; D2 ag = -0.3; TRHR ag = 0.1
#31 CCC(C)c1ccc(C(C)NC(=S)NC2CCCCC2)cc1 (configuration not stated)
  RXFP1 antagonist = -30.1; D1 antag = -23.9; D1 agonist = 21.3; TRHR enhancer = -0.5; D2 antagonist = -18.3; D2 potentiator = 11.5; D1 PAM = -2.1; D2 ag = 1.8; TRHR ag = 2.0
#32 COC(=O)c1sccc1NC(=O)c1ccccc1
  RXFP1 antagonist = -4.9; D1 antag = 3.3; D1 agonist = 3.7; TRHR enhancer = 1.8; D2 antagonist = -2.7; D2 potentiator = -3.1; D1 PAM = 0.8; D2 ag = 0.7; TRHR ag = 0.1
#33 COc1ccc(/C=C2/N=C(SCC(=O)Nc3cc(C)on3)N(c3ccccc3)C2=O)cc1
  RXFP1 antagonist = -12.2; D1 antag = 0.8; D1 agonist = 1.6; TRHR enhancer = -3.2; D2 antagonist = 31.5*; D2 potentiator = 1.1; D1 PAM = -6.5; D2 ag = -1.0; TRHR ag = -0.4

New compounds follow:
No.	SMILES	RXFP1 antagonist	D1 antag	D1 agonist	TRHR enhancer	D2 antagonist
37	Cc1ccc(OCCCn2c(-c3ccc(Cl)cc3)nc3ccccc3c2=O)c(C)c1	-1.1	-13.3	2.8	12.9	·
38	COc1ccc2nccc(/C=C/c3ccnc4ccc(OC)cc34)c2c1	2.3	24.7	5.9	1.5	-1.0
39	COc1ccc2[nH]c(=O)c(CN(C(=O)c3ccncc3)C(C)C)cc2c1	1.3	3.5	-1.8	0.6	2.4
40	CN(C)CCC=C1c2ccccc2C=Cc2ccccc21	-21.5	-100.1*	13.4	8.8	49.1*
41	O=C(O)c1cccc(N2C(=O)c3ccc4c5c(ccc(c35)C2=O)C(=O)N(c2cccc(C(=O)O)c2)C4=O)c1	13.9	-5.9	1.3	5.4	-2.2
42	CCOC(=O)c1c(C)c(C(=O)NCc2cccnc2)c(C)n1C	5.5	10.6	0.7	-7.5	5.0
43	O=C(C1CCCN1S(=O)(=O)c1cccc2cccnc12)N1CCn2c1nc1ccccc12 (configuration not stated)	·	14.9	-0.3	4.2	7.2
44	CCCn1c(N)c(C(=O)CN(C)CC(=O)Nc2ccccc2CC)c(=O)[nH]c1=O	0.8	-4.2	-0.1	7.2	-0.7
45	COC(=O)c1ccccc1S(=O)(=O)N1CCC(c2nc3ccccc3o2)CC1	-1.1	-7.3	4.6	-2.8	4.2
46	CCN(CCCNC(=O)CNC(=O)c1nn(-c2ccc(OC)cc2OC)c(=O)c2ccccc12)c1cccc(C)c1	-8.8	18.8	-2.4	-6.0	·
47	Cn1cccc1CNCC(O)c1ccccc1 (configuration not stated)	-7.6	-12.9	1.7	2.0	14.0
48	O=[N+]([O-])c1ccc2nc(-c3ccccc3)n(OCc3ccc(Cl)cc3)c2c1	-2.3	-6.5	3.1	6.5	-16.1

No.	D2 potentiator	D1 PAM	D2 ag	TRHR ag
37	-8.3	-1.4	1.7	0.2
38	4.1	1.4	-0.1	2.4
39	13.2	4.0	-1.4	-2.0
40	-17.3	-4.7	-0.4	1.0
41	-3.4	2.8	-0.7	0.2
42	-9.0	-7.7	-1.3	0.0
43	10.7	1.9	1.1	0.1
44	1.7	-8.5	0.4	-0.3
45	7.0	-0.3	0.5	-0.2
46	·	0.8	·	-0.1
47	5.6	2.0	2.0	0.2
48	-2.5	-2.4	-0.2	0.1

(list continues)
No.	SMILES	RXFP1 antagonist	D1 antag	D1 agonist	TRHR enhancer	D2 antagonist
49	Cc1ccc2c(c1)N(CC(=O)N1CCCCC1)C(=O)C(C)O2 (configuration not stated)	-8.6	3.6	1.2	3.9	22.0
50	Cc1cc(C2=NNC(=NC3CC3)SC2)c(C)n1Cc1ccco1	-0.2	-11.7	1.3	5.6	-11.4
51	Cc1ccc(C)c(N2CCN(c3ncnc4onc(C)c34)CC2)c1	·	-3.7	6.5	-3.3	·
52	C=CCn1c(=O)c(C(=O)Nc2ccc(C)cc2)c(O)c2ccccc21	6.0	-9.2	1.0	-2.6	5.6

No.	D2 potentiator	D1 PAM	D2 ag	TRHR ag
49	-7.7	-5.1	0.7	-0.1
50	-8.0	3.9	0.6	0.6
51	2.0	4.7	-0.1	-0.8
52	-0.9	1.6	0.6	0.0

Rows were taken by chance (roughly 7.3% active in at least one column).
